From PubChem
Bcl-xL primary – blocks human Bcl-xL binding to Bim BH3 peptide; Q07817; 0.7% of 320,000 active; inhibition, % at 10.9 µM; GST-Bcl-xL / FITC-Bim BH3 peptide fluorescence polarization;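 active = inhibition above the mean of all tested compounds plus 3 SD, cutoff set per campaign, cut at about 30% in these data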;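 also: 0% = DMSO wells and 100% = unlabeled Bim-BH3 peptide competitor; inhibitors lower millipolarization by displacing the labeled peptide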
Target sequence (Q07817 whole entry, looked up): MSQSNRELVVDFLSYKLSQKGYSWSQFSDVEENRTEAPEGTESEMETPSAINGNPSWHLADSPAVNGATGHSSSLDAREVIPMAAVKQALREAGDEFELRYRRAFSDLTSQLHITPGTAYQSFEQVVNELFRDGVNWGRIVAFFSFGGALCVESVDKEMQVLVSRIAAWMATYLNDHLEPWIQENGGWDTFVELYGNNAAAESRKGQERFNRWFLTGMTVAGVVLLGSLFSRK
Fam108B inh – counter-screen for RBBP9 inhibitors: inhibitors of mouse Fam108B | recombinant Fam108B, FP-Rh probe fluorescence polarization | inhibition, % at 9.51 µM | 0.33% of 300,000 active;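 active = inhibition above the screen mean inhibition plus 3 SD, computed separately per campaign, cut at about 18% in these data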;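 also: inhibitors lower polarization as less probe binds the enzyme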
MCL1 BIM primary – disrupts human MCL1 binding to BIM-BH3 peptide | Q07820 | GST-MCL1 / FITC-Bim-BH3 fluorescence polarization | inhibition, % at 10.9 µM | 0.68% of 320,000 active;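 active = inhibition above the mean inhibition of all tested compounds plus 3 SD, set per campaign, cut at about 40% in these data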;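 also: 0% = DMSO wells and 100% = unlabeled Bim-BH3 peptide control; higher means more loss of mP so more displacement of Bim peptide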
Target sequence (Q07820 whole entry, looked up): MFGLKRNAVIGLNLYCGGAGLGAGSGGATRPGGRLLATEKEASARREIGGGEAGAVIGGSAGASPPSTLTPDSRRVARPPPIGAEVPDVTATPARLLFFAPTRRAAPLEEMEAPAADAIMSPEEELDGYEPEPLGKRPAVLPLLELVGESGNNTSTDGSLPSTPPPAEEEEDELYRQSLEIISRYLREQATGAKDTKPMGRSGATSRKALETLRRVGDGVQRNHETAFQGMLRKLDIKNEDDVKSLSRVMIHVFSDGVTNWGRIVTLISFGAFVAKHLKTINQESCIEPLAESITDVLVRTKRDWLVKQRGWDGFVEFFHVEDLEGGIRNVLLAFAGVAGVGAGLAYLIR
Yeast superoxide – caloric restriction mimetics inhibiting age-related superoxide in yeast | 0.18% of 330,000 active | AID 2690 | S. cerevisiae aged cells, superoxide DHE fluorescence; active compounds read low | superoxide response (% of plate mean), % at 10 µM;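 active = superoxide response under a set limit, about three screen SD below normal, cut at about 65% in these data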;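 also: yeast aged for seven days with compound at 30 °C before DHE staining; 100% = average MFI of all compound-treated wells on the plate with controls excluded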
ZTA DNA inh – ZTA (EBV) inhibition in EBNA-1 counter-screen. ZTA-DNA binding, fluorescence polarization. P03206. 0.15% of 320,000 active. AID 2234. inhibition, % at 11 µM; in the data active = inhibition above about 33%
Efflux pump inh – inhibitors of Candida antifungal efflux pumps expressed in yeast; 0.44% of 330,000 active; inhibition, % at 10 µM; S. cerevisiae Candida pump triplex, Nile Red efflux;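 active = plate passing quality check with inhibition over a set limit, or well fluorescence over plate mean plus 4 SD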;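 also: Nile Red retained in pooled yeast measured as flow cytometry median fluorescence; 0% = buffer negative control and 100% = Enniatin B positive control; higher means more Nile Red kept so more efflux inhibition; some compounds called inactive have numbers as strong as hits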
EBNA-1 inh – blocks EBNA-1 binding to DNA. EBNA-1 DNA binding, fluorescence polarization. 0.34% of 300,000 active. inhibition, % at 14.8 µM. AID 1950; in the data active = inhibition above about 28%
GLD-1 TGE inh – GLD-1-TGE RNA interaction inhibition (C. elegans) | purified GLD-1 + fluorescein TGE RNA, fluorescence polarization | inhibition, % at 5.96 µM | 0.44% of 320,000 active | AID 2280;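 active = percent inhibition above a per-plate cutoff, the plate mean of test compounds plus 3 SD, cut at about 30% in these data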;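 also: 0% = DMSO wells with GLD-1 and probe and 100% = wells lacking GLD-1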
MEX-5 binding – C. elegans MEX-5 TCR-2 RNA binding activity | MEX-5/FITC-TCR2 RNA binding, fluorescence polarization; active compounds read low | activity score (negative = inhibition of binding), % at 10 µM | 0.38% of 300,000 active;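 active = inhibition past about -25% in most replicates, and total fluorescence under double the plate's negative control median, limit read from the data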;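 also: 0% = DMSO and -100% = 5 µM competing unlabeled TCR2 RNA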
Target sequence (Q9XUB2 whole entry, looked up): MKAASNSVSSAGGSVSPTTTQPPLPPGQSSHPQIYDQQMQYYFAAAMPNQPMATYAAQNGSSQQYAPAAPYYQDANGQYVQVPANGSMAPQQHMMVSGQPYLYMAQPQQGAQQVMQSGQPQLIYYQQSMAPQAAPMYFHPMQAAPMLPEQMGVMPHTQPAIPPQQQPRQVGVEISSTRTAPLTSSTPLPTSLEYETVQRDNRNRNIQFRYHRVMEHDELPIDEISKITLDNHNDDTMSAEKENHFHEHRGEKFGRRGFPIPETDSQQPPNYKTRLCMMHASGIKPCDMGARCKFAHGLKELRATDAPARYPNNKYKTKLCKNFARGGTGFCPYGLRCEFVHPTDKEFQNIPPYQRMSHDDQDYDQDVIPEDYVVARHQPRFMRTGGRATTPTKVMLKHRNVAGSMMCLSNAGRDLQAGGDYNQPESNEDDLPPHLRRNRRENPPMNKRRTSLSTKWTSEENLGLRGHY
* = called active by the depositor; · = not tested or not shown.

SMILES	Bcl-xL primary	Fam108B inh	MCL1 BIM primary	Yeast superoxide	ZTA DNA inh	Efflux pump inh	EBNA-1 inh	GLD-1 TGE inh	MEX-5 binding
COc1ccc(NC(=O)CN2C(=O)NC(c3ccccc3)(c3ccccc3)C2=O)cc1	3	-1	-2	99	1	-0.1	-2	4	0.8
COc1ccc(-c2[nH]ncc2CNC(C)c2ccccc2Cl)cc1F (stereo not given)	6	-7	-2	103	-11	0.2	7	1	-0.7
O=C(COc1cccc2ccccc12)N/N=C/c1ccco1	4	7	21	99	12	0.1	-2	2	1.6
CCOC(=O)c1ccc2nc(Nc3nc4ccc(F)cc4s3)sc2c1	4	6	6	97	16	-6.2	0	7	-3.2
CN(C(=O)c1cccc(C#N)c1)c1nnc(C2CCOC2)s1 (stereo not given)	-5	-3	-5	107	10	0.0	4	-2	2.7
CCCn1nnc(NC(=O)c2ccccc2Br)n1	2	3	4	82	-18	0.0	-6	2	0.5
Cc1cc(C)n2nc(SCC(N)=O)nc2n1	0	1	-10	97	15	-0.1	8	-4	1.1
CCOC(=O)c1nonc1NC(C)=O	2	1	2	108	7	0.1	3	4	0.9
CCc1ccc(S(=O)(=O)NCc2cccnc2)cc1	-1	-1	1	98	-7	0.4	-2	-2	2.7
O=C(/C=C/c1ccccc1)NCCS(=O)(=O)N1CCN(c2ccccc2F)CC1	1	1	5	109	5	0.0	0	2	1.5
CN1C[C@@H]2C(c3ccc(Cl)nc3)C3(c4ccc(C#N)cc4)CC2(C3)[C@H]1c1ccccc1 (stereo not given in full)	4	6	2	97	17	0.2	-13	2	1.3
Cc1[nH]n(-c2nc(-c3ccc(Cl)cc3)cs2)c(=O)c1N=Nc1ccc(O)cc1	4	9	3	95	-1	0.2	-1	16	3.8
O=C(OCCN1CCN(c2ncc(C(F)(F)F)cc2Cl)CC1)c1ccc(Cl)cc1	-2	-3	-4	92	-15	0.1	-6	6	-1.2
Clc1ccc(CCNc2ncnc3c2nnn3Cc2ccccc2)cc1	0	0	7	100	-14	0.0	-1	3	-0.8
O=C(c1ccc([N+](=O)[O-])s1)N1CCN(c2ccc(C(F)(F)F)cn2)CC1	2	1	4	99	4	0.0	-12	3	-0.3
CCc1cccc(OCC(=O)Nc2ccc(S(=O)(=O)Nc3ccccn3)cc2)c1	14	0	2	115	5	0.1	-3	3	-0.1
O=C(CCc1ccccc1)Nc1ccncc1	0	-4	-2	88	6	0.0	0	3	0.9
CCOC(=O)C(=O)Nc1ccc(Oc2ccccc2)cc1	8	-1	8	94	-9	0.1	13	11	-0.3
COc1cccc(C(N)=O)c1	-4	0	-7	83	20	-0.1	5	1	3.7
O=C(Nc1ccc(Br)cc1Cl)NC1CC1	1	1	2	102	18	0.1	6	4	-0.4
COc1cc2c(cc1OC)C(C(=O)Nc1ccccn1)C(c1cccnc1)N(C)C2=O (stereo not given)	6	1	9	99	19	-0.1	-3	1	-0.1
CCOc1ccccc1-c1nn2c(Cc3ccccc3)nnc2s1	-2	-13	0	119	-6	0.1	-8	10	0.3
COc1ccccc1Cn1c(=S)[nH]c2cc(C(=O)NCCN(C)C)ccc2c1=O	2	-4	6	100	9	-0.1	3	3	-2.0
CCn1nc(C)c(CN2CCN(Cc3cccc(OC)c3)C(CCO)C2)c1C (stereo not given)	9	-3	9	110	11	-0.1	13	0	-1.7
CC(C)(C#N)Nc1ccccc1	8	-3	4	104	-3	0.0	3	1	0.7

Single values from the results shown.
Under MCL1 BIM primary, CN1C[C@@H]2C(c3ccc(Cl)nc3)C3(c4ccc(C#N)cc4)CC2(C3)[C@H]1c1ccccc1 (stereo not given in full) reads 2
Under MCL1 BIM primary, CCn1nc(C)c(CN2CCN(Cc3cccc(OC)c3)C(CCO)C2)c1C (stereo not given) reads 9
Under GLD-1 TGE inh, O=C(CCc1ccccc1)Nc1ccncc1 reads 3
Under MEX-5 binding, CCc1ccc(S(=O)(=O)NCc2cccnc2)cc1 reads 2.7
Under EBNA-1 inh, O=C(COc1cccc2ccccc12)N/N=C/c1ccco1 reads -2

Returning to the listing with the two entries that preceded the break.
SMILES	Bcl-xL primary	Fam108B inh	MCL1 BIM primary	Yeast superoxide	ZTA DNA inh	Efflux pump inh	EBNA-1 inh	GLD-1 TGE inh	MEX-5 binding
CCn1nc(C)c(CN2CCN(Cc3cccc(OC)c3)C(CCO)C2)c1C (stereo not given)	9	-3	9	110	11	-0.1	13	0	-1.7
CC(C)(C#N)Nc1ccccc1	8	-3	4	104	-3	0.0	3	1	0.7
CSc1nnc(-c2ccc(F)cc2)o1	-4	6	-2	88	-16	-0.1	-6	5	-2.7
O=C(COC(=O)c1cc2c(s1)CCCCC2)NC1CCS(=O)(=O)C1 (stereo not given)	-5	4	-14	90	-16	0.0	-5	-3	1.4
CC(=O)NC(O)C(=O)c1ccccc1 (stereo not given)	6	0	3	100	-4	0.1	-11	6	-2.2
CC1CCN(C(=O)C2CCN(CC(C)c3ccccc3)CC2)CC1 (stereo not given)	-1	2	-2	99	7	0.0	10	5	-0.5
COC(=O)c1ccc(OCCOc2ccc(C(=O)OC)cc2)cc1	9	-2	4	107	12	-0.1	7	-2	-0.3
CC1(C)C(=O)OC(/C=C\c2cccc([N+](=O)[O-])c2)C(C)(C)C1=O (stereo not given)	3	-3	2	96	2	-0.1	4	7	-1.4
CCOC(=O)C1=C(C)N(C)C(=O)NC1c1cccc2ccccc12 (stereo not given)	7	-1	3	77	-11	0.0	-6	3	-0.3
CCOc1ccccc1OCC(=O)Nc1cccc(S(=O)(=O)NC2=NCCCCC2)c1	7	·	8	78	13	-0.1	·	7	·
CCS(=O)(=O)N1Cc2ccccc2CC1C(=O)N(C)Cc1ccc(OC)cc1OC (stereo not given)	2	-1	3	118	14	0.2	-20	2	-0.4
CCOC(=O)C1=C(c2ccccc2)N=c2s/c(=C\c3ccco3)c(=O)n2C1c1cccs1 (stereo not given)	-1	2	14	77	2	0.4	2	-13	-3.2
CN(C(=O)CSc1nc(-c2ccc(F)cc2)cs1)C1CCS(=O)(=O)C1 (stereo not given)	9	0	7	101	-14	0.0	-12	3	-1.3
Cc1cc(F)ccc1S(=O)(=O)NCC1CC2CCC1C2 (stereo not given)	6	1	5	96	0	-0.1	-13	2	0.9
CC(=O)OCCCN1C(=O)c2ccc(Br)cc2C1=O	-1	0	-1	114	4	0.0	2	-9	-0.8
CCOc1cc(C(=O)Nc2cc(OC)cc(OC)c2)ccc1OCC(=O)N1CCOCC1	-1	·	4	95	1	0.1	·	-4	·
CCOc1ccccc1NC(=O)CSc1nnc(CNC(=O)c2ccco2)o1	3	4	1	90	-6	-0.1	11	3	-2.9
CCOc1ccc(NC(N)=O)cc1OCC	-3	9	1	115	0	-0.2	9	-6	0.5
CN(CC(=O)N1CCc2ccccc21)S(=O)(=O)c1ccc(Cl)cc1	5	0	6	100	3	0.0	0	7	-0.2
CC(C)c1cccc(OCCN2CCCC2)c1	3	-5	-4	100	-13	-0.1	4	4	1.5
COc1ccc(OC)c(CN2CCN(C(=O)c3cccc4ccccc34)CC2)c1	2	-2	-2	97	4	0.0	11	-3	-0.3
Cc1cc(SCC(=O)OCC(=O)NCc2ccc3c(c2)OCO3)c(C)cc1Br	-1	1	0	92	-4	0.0	7	2	2.6
C/C(=N\NC(=O)OC(C)(C)C)c1ccccc1Br	1	5	1	106	18	0.0	1	12	3.0
COCC(=O)N(C)C1(c2nnnn2CCOC(=O)Nc2cccc3ccccc23)CCCC1	-3	-1	-3	103	13	-0.1	18	-5	-1.1
CC(C)CCn1c(O)c(N=Nc2ccccn2)c2ccccc21	0	-2	-10	90	-6	0.1	-13	-7	-13
Cc1ccc(S(=O)(=O)N2CCCCC2c2cccnc2)c(C)c1C (stereo not given)	5	0	3	95	-9	0.0	-8	0	-0.7
COc1ccc(Nc2cc(C)c3ccccc3n2)cc1	0	2	-3	77	0	0.2	-2	-3	-1.4

Remaining list, next part.
SMILES	Bcl-xL primary	Fam108B inh	MCL1 BIM primary	Yeast superoxide	ZTA DNA inh	Efflux pump inh	EBNA-1 inh	GLD-1 TGE inh	MEX-5 binding
Cc1ccc(-c2nn(-c3ccccc3)cc2C2CC(c3cccs3)=NN2C(=O)CCCC(=O)O)cc1 (stereo not given)	6	-2	7	94	20	-0.1	3	4	0.1
COc1ccc(CNC(=O)CCSCc2ccccc2C)cc1	8	4	-2	97	-31	-0.1	7	-3	0.8
COc1ccc(N2CCN(C(=O)CN(C)S(=O)(=O)c3ccc4c(c3)c(=O)n(C)c(=O)n4C)CC2)cc1	6	4	5	97	-10	0.0	2	5	0.8
O=[N+]([O-])c1ccc(N2CCN(c3ccccc3)CC2)cc1	-3	-1	-9	107	-5	-0.1	15	-1	0.6
C=CCn1c(SCC(=O)NC2CC2)nnc1-c1cccs1	1	5	9	77	-1	-0.1	5	1	-0.5
O=C(N/N=C/c1cc(Cl)ccc1O)c1ccc(Br)cc1	0	-16	5	102	0	-0.1	-11	-5	·
COc1ccc(CCOC(=O)c2cccc(NC(C)=O)c2)cc1	3	-1	6	104	18	0.3	16	3	-0.3
COc1ccc(Cc2nnc(NS(=O)(=O)Cc3ccccc3)s2)cc1	3	1	3	98	-1	-0.1	14	0	1.3
NC(=O)c1c(NC(=O)CCCn2cnc([N+](=O)[O-])n2)sc2c1CCCC2	8	-2	2	116	-4	0.3	-16	6	-1.1
CN(C)S(=O)(=O)c1ccc(Cl)c(C(=O)NC2CCN(Cc3ccccc3)C2)c1 (stereo not given)	-2	-1	-2	96	-1	-0.1	-10	5	1.8
Cc1c(NC(=O)c2cc(-c3ccc4c(c3)OCO4)on2)c(=O)n(-c2ccccc2)n1C	3	-2	0	93	9	0.0	8	-2	2.8
Nc1nc(C(F)(F)F)cc(=O)[nH]1	3	1	-3	89	-14	0.1	-3	-4	0.4
O=C(CSc1nnc(COc2ccccc2Cl)o1)Nc1ccccc1	8	·	6	96	-9	-0.1	·	5	·
Cc1ccc(O)c(CCc2ccc(O)cc2)n1	1	3	4	88	3	0.5	1	-3	0.1
Cc1ccc(S(=O)(=O)N2CCN(C(=O)CCn3nc(C)c(C)c3C)CC2)cc1	0	-1	-6	105	-24	-0.1	-5	12	1.6
Cc1cccc(NS(=O)(=O)c2cccc3cccnc23)n1	-1	0	-4	103	-3	0.2	5	-5	-1.0
O=[N+]([O-])c1ccc(Cl)c2cccnc12	0	1	-2	110	2	0.3	-1	1	0.4
Cc1cc(C)nc(OC(C(=O)O)C(OCCc2ccccc2)(c2ccc(F)cc2)c2ccc(F)cc2)n1 (stereo not given)	3	-5	6	90	13	0.1	19	3	0.2
CCCCN(CCCNC(=O)C1CCN(C(=O)c2cc3sccc3n2C)CC1)Cc1ccccc1	-1	1	3	88	-5	-0.1	-2	4	-0.5
COC(CNS(=O)(=O)c1cccc2nonc12)OC	2	-1	4	103	9	0.1	1	-3	2.2
O=c1c(-c2ccc(Cl)cc2)[n+]([O-])c2ccccc2n1OCc1nc2ccccc2[nH]1	3	-5	-3	72	-15	0.0	1	8	-2.0
Cc1cc(C)cc(C(=O)NCC(=O)N(C)CCOc2ccccc2)c1	-3	·	9	122	-4	0.1	·	3	·
O=C(CCSCc1ccccc1Cl)NC1CCCCC1	5	3	3	84	-6	0.0	6	-4	0.2
COc1ccc(CCNC2CC(=O)N(CCc3ccc(OC)c(OC)c3)C2=O)cc1 (stereo not given)	4	-2	-1	86	-8	0.0	10	4	-0.1
COc1cccc(C2Nc3ccc4ccccc4c3C3=C2C(=O)CCC3)c1O (stereo not given)	3	2	-6	100	8	-0.1	18	-8	-1.6
CN1CCN(C(=O)c2cn(-c3ccccc3)nc2-c2cccnc2)CC1	5	-1	3	83	-9	-0.3	0	1	2.1
CC(=O)Nc1nnc(-c2c(-c3c(Cl)cccc3Cl)noc2C)o1	5	2	3	108	-3	-0.1	-3	6	2.0
CC(C)Cc1nc2n[nH]c(N)c2c2c1COC(C)(C)C2	5	0	1	89	13	-0.1	-1	5	0.6
